Screening results as filed in PubChem.
MEP2-GFP yeast: modulators of TOR pathway MEP2-GFP in S. cerevisiae. GFP response vs DMSO, % at 10 µM. AID 2016. 330,000 tested, 0.51% active. S. cerevisiae MEP2-GFP strain, flow cytometry GFP, 3 h; 100% = DMSO control level;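 active = GFP response versus DMSO above a set limit, roughly screen mean plus 3 SD, cut at about 180% in these data; inconclusive = fewer than 70 cells counted for a yeast strain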;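 also: median GFP fluorescence of the barcode-gated MEP2-GFP cells per well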
AHR activator: human AHR activation | P35869 | AHR-responsive luciferase reporter cells, luminescence | activation, % at 5 µM | 320,000 tested, 2.5% active | AID 2796; in the data active = activation above about 47%;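 also: 0% = vehicle wells and 100% = reference agonist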
LAP4 TOR yeast: modulators of TOR pathway LAP4-GFP in S. cerevisiae; S. cerevisiae LAP4-GFP multiplex, flow cytometry GFP, 3 h; median GFP as percent of DMSO wells; GFP response vs DMSO, % at 10 µM; 320,000 tested, 0.34% active;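 active = GFP response vs DMSO above a set limit, about the screen mean plus 3 SD, cut at about 150% in these data; inconclusive = under 70 cell events counted for the yeast strain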
proCasp7 act: counter-screen: procaspase-7 (human) activation. AID 463210. recombinant procaspase-7, Ac-DEVD-pNA absorbance 405 nm; D23A/D198A/D206A triple mutant, cannot self-cleave; scale: DMSO 0, 5 µM enzyme 100. P55210. 330,000 tested, 0.093% active. activation, % at 8.5 µM;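 active = percent activation above the screen-wide mean plus 3 SD, cut at about 25% in these data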
Target sequence (P55210 whole entry D23A/D198A/D206A): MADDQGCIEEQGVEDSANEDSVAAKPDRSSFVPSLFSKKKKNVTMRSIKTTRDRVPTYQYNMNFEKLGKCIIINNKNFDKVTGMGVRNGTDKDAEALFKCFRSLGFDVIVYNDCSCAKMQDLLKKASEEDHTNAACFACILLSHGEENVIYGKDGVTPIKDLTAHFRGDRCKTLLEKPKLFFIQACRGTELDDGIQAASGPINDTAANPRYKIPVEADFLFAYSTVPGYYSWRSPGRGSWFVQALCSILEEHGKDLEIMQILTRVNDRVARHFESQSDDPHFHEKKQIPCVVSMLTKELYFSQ
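Assay system – Uncleavable procaspase-7 mutant enzyme · Quantity – 2 µM procaspase-7 mutant as dispensed · Times – 1 h preincubation, 2 h reaction · Dosing – single nominal 8.5 µM compound dose, 0.8% DMSO final · Buffer or medium – Zinc-free 50 mM HEPES buffer, pH 7.4, with NaCl and Triton X-100 · Detection – Epi-absorbance of released pNA at 405 nm, two timepoints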
procasp3 activ: activates human procaspase-3; recombinant procaspase-3 D3A, Ac-DEVD-pNA absorbance 405 nm; AID 463141; 330,000 tested, 0.11% active; activation, % at 8.5 µM; P42574;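 active = activation above the mean of all tested compounds plus 3 SD, cut at about 21% in these data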;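 also: 0% = DMSO alone and 100% = DMSO wells spiked with extra 5 µM PC-3 D3A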
Target sequence (P42574 whole entry D9A/D28A/D175A): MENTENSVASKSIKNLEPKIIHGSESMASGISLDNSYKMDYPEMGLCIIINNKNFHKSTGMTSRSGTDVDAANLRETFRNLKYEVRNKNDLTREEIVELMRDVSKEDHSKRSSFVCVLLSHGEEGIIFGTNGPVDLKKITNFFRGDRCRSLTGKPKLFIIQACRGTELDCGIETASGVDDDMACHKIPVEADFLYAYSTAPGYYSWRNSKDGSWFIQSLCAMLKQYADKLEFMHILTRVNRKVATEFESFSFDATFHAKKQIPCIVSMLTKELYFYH
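Test system: Procaspase-3 D3A mutant; medium: Zinc-free HEPES/NaCl buffer with 0.01% Triton X-100 at pH 7.4; reagent: DEVD-pNA substrate; doses: one concentration, 8.5 µM nominal, 0.8% DMSO; times: 1 h preincubation plus 2 h reaction at 25 °C; signal: Epi-absorbance at 405 nm of released p-nitroaniline, 0 and 120 min; replicates: singlicate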
CIT2 TOR yeast: alters CIT2-GFP fluorescence in TOR pathway yeast screen; S. cerevisiae CIT2-GFP strain, flow cytometry, 3 h; 100 means same as DMSO wells; GFP response vs DMSO, % at 10 µM; 320,000 tested, 0.065% active;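 active = GFP response relative to DMSO above a set limit, near the screen mean plus 3 SD, cut at about 150% in these data; inconclusive = Fewer than 70 cells measured for a yeast strain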;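 also: ratio of well median GFP fluorescence to mean of DMSO wells on the plate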
AGP1-GFP MLPCN: modulators of TOR pathway AGP1-GFP in S. cerevisiae | S. cerevisiae AGP1-GFP multiplex flow cytometry, 3 h; GFP as percent of DMSO wells | GFP response vs DMSO, % at 10 µM | 320,000 tested, 0.02% active;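 active = GFP response relative to DMSO above a set limit, near screen average plus 3 SD, cut at about 150% in these data; inconclusive = fewer than 70 cells counted for the yeast strain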;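 also: median GFP channel fluorescence of the gated AGP1 strain per well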
RPL19A TOR yeast: yeast TOR pathway RPL19A-GFP modulation; S. cerevisiae RPL19A-GFP strain, flow cytometry, 3 h; active compounds read low; percent response vs DMSO, % at 10 µM; 330,000 tested, 0.3% active;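 active = percent response vs DMSO below 50%; inconclusive = fewer than 70 events counted for the yeast strain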;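 also: median channel GFP fluorescence of the barcoded RPL19A-GFP strain; ratio of sample median GFP to plate DMSO average so 100% = DMSO; lower means less RPL19A-GFP as with rapamycin TOR inhibition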
* = called active by the depositor; ? = inconclusive; / = no result given; [ ] = dose if it differs, or a comment.

SMILES	MEP2-GFP yeast	AHR activator	LAP4 TOR yeast	proCasp7 act	procasp3 activ	CIT2 TOR yeast	AGP1-GFP MLPCN	RPL19A TOR yeast
O=C(c1cnc2n(c1=O)CCS2)N1CCCc2ccccc21	108	0	102	-1	-7	106	106	101
CC(C)Oc1ccc(C(=O)NC(=S)Nc2ccc(Cl)c(C(=O)O)c2)cc1	104	0	110	-5	-7	102	110	102
O=C(COc1ccc(Br)cc1CNCCCN1CCOCC1)Nc1ccccc1	104	-1	96	-5	2	104	104	103
CCOC(=O)c1[nH]c2cc3c(cc2c1NC(=O)CN1CCCCC1C)OCO3 (configuration not stated)	98	97*	97	8	6	94	100	95
O=C1CCCC(=O)N1c1ccc(NCCOCCO)c([N+](=O)[O-])c1	92	-1	97	-1	-5	93	96	92
Cc1cc(OCC(=O)N(C)C2CCCCC2)cc(C)c1Cl	106	7	92	6	4	73	97	96
Cc1ccc(CSCCC(=O)NCCc2ccc(Cl)cc2)cc1	103	3	89	-2	-3	98	99	104
CCOC(=O)CSc1nnnn1-c1cc(OC)c(Cl)cc1OC	92	2	94	-7	-1	87	93	96
CCOc1ccc(CN(C(=O)c2ccccn2)c2ccc(OC)c(Cl)c2)cc1	105	1	97	-3	2	103	105	111
O=C(NCC(c1cccs1)N1CCOCC1)c1cc(-c2ccc(F)cc2)nc2ccccc12 (configuration not stated)	94	6	97	-2	-7	97	90	100
O=C1c2ccccc2NC(c2cccc(Cl)c2)N1N=C1CCCCCC1 (configuration not stated)	96	13	100	9	0	99	100	94
COc1cc2c(cc1OC)C(=S)NC1(CCCC1)C2	107	0	109	-1	2	98	107	100
O=C(Nc1ccc(Cl)cc1)NC1CCCCC1Cc1ccco1 (configuration not stated)	96	4	95	-6	-1	97	100	99
COc1ccc(NC(=O)c2cc(F)cc(F)c2)cc1S(=O)(=O)N1CCCCC1	98	4	95	0	8	108	98	97
CCCCCC1CC(CC(=O)Nc2nncs2)C(=O)O1 (configuration not stated)	97	2	97	6	4	98	98	100
Cc1ccc(-c2nc(SCC(N)=O)c(C#N)c3c2CCCC3)cc1	97	-2	93	0	9	101	100	100
Cc1ccc(CNC(=O)CN(c2ccc(Cl)cc2)S(C)(=O)=O)cc1	108	5	90	7	-3	107	102	109
Cc1cc(C)nc(/N=C(\N)Nc2ccc(OCc3ccccc3)cc2)n1	98	10	114	4	7	99	107	99
COc1ccc(S(=O)(=O)C(C#N)c2nc3ccccc3nc2N2CCCC(C)C2)cc1 (configuration not stated)	92	9	92	-3	-6	87	95	94
COc1ccc(NC(=O)CN(C)C(=O)c2cccc(S(=O)(=O)Nc3ccccc3Cl)c2)cc1	98	-3	98	3	2	92	98	92

Fetched one by one from the entries so far, six records:
SMILES	MEP2-GFP yeast	AHR activator	LAP4 TOR yeast	proCasp7 act	procasp3 activ	CIT2 TOR yeast	AGP1-GFP MLPCN	RPL19A TOR yeast
COc1ccc(NC(=O)c2cc(F)cc(F)c2)cc1S(=O)(=O)N1CCCCC1	98	4	95	0	8	108	98	97
O=C(COc1ccc(Br)cc1CNCCCN1CCOCC1)Nc1ccccc1	104	-1	96	-5	2	104	104	103
CCOC(=O)CSc1nnnn1-c1cc(OC)c(Cl)cc1OC	92	2	94	-7	-1	87	93	96
Cc1ccc(CSCCC(=O)NCCc2ccc(Cl)cc2)cc1	103	3	89	-2	-3	98	99	104
CCCCCC1CC(CC(=O)Nc2nncs2)C(=O)O1 (configuration not stated)	97	2	97	6	4	98	98	100
COc1cc2c(cc1OC)C(=S)NC1(CCCC1)C2	107	0	109	-1	2	98	107	100

Other structures.
SMILES	MEP2-GFP yeast	AHR activator	LAP4 TOR yeast	proCasp7 act	procasp3 activ	CIT2 TOR yeast	AGP1-GFP MLPCN	RPL19A TOR yeast
CCCC(C)C(=O)Nc1ccc(S(=O)(=O)N2CCCC2)cc1 (configuration not stated)	100	-1	79	8	-8	98	100	97
CC1Cc2cc(S(=O)(=O)N3CCC(C(=O)N(C)Cc4ccccc4)CC3)ccc2N1C(=O)C1CC1 (configuration not stated)	86	0	93	-6	3	99	96	97
CCC(=O)N1CCN(CCN=CC2=C(O)CC(c3ccc(OC)cc3)CC2=O)CC1 (configuration not stated)	86	0	108	1	2	85	89	87
NS(=O)(=O)c1ccc(CCNCc2cc(Cl)ccc2OCc2ccccc2)cc1	106	1	87	10	6	98	93	103
C=CCOc1c(Cl)cc(C2NC(=O)NC(C)=C2C(=O)OC)cc1Cl (configuration not stated)	107	-1	95	7	2	106	108	103
COc1ccccc1NC(=O)N(Cc1ccccc1)C1=NCC(C)S1 (configuration not stated)	99	5	98	1	4	94	90	95
COc1ccc(Cc2nnc(SCC(=O)Nc3ccc(C)c(Cl)c3)[nH]c2=O)cc1	98	0	97	1	-8	93	94	96
O=C(NC1CCCCC1)C(c1cccnc1)N(C(=O)c1csnn1)c1ccccc1F (configuration not stated)	114	8	116	-7	1	108	113	96
CCOc1ccc(OCC)c(NC(=O)CC2Oc3ccc(C)cc3NC2=O)c1 (configuration not stated)	97	21	93	-1	2	79	76	97
Cc1cc(C(=O)COC(=O)/C=C/c2cccc(F)c2)c(C)n1C	97	-1	100	7	0	94	96	103
CC(C)(C)c1cc(N)n(-c2ccc(C(=O)O)cc2)n1	98	3	99	-6	-1	/	101	95
NS(=O)(=O)OCC1CCCCC1	89	4	128	-10	1	90	85	96
CC(C)c1ccc2occ(-c3nn[nH]n3)c(=O)c2c1	90	-4	92	-3	2	84	89	94
CCOC(=O)c1cccc(NC(=O)CSc2nnnn2CC)c1	99	1	101	13	-1	95	/	99
O=C(NCC1(c2ccccc2)CCCC1)c1ccccc1	101	3	101	4	-2	106	95	102
CCOP(=O)(OCC)C(Nc1ccccn1)c1ccccc1 (configuration not stated)	107	1	103	-6	-2	101	103	101
CCOCCCN(C(=O)Cn1nnc(-c2ccc(OC)c(OC)c2)n1)C(C(=O)NCC1CCCO1)c1ccc(F)cc1 (configuration not stated)	102	0	91	-4	-2	102	103	100
CC(=O)c1cc(-c2nc3ccccc3n2C)n(C)c1	97	9	95	6	-5	89	103	94
COC(=O)c1ccc2ccn(CC(=O)NC(C)C)c2c1	93	-1	96	6	3	105	93	91
N#Cc1cc(S(=O)(=O)c2ccc(Cl)cc2)c(N)[nH]c1=O	103	1	95	21	23*	106	98	102

3 compounds out of the list above, ordered by their value in AHR activator, high to low.
mol | AHR activator
CCOc1ccc(OCC)c(NC(=O)CC2Oc3ccc(C)cc3NC2=O)c1 (configuration not stated) | 21
NS(=O)(=O)OCC1CCCCC1 | 4
CC1Cc2cc(S(=O)(=O)N3CCC(C(=O)N(C)Cc4ccccc4)CC3)ccc2N1C(=O)C1CC1 (configuration not stated) | 0

Some entries already given, limited to procasp3 activ and MEP2-GFP yeast.
mol,procasp3 activ,MEP2-GFP yeast
CCOCCCN(C(=O)Cn1nnc(-c2ccc(OC)c(OC)c2)n1)C(C(=O)NCC1CCCO1)c1ccc(F)cc1 (configuration not stated),-2,102
NS(=O)(=O)OCC1CCCCC1,1,89

Carrying on.
SMILES	MEP2-GFP yeast	AHR activator	LAP4 TOR yeast	proCasp7 act	procasp3 activ	CIT2 TOR yeast	AGP1-GFP MLPCN	RPL19A TOR yeast
COC(=O)c1ccc(NC(=O)Nc2cccc(F)c2)cc1	99	8	106	12	-4	94	99	100
Cc1cc([N+](=O)[O-])cc(/C=N\NC(=O)C2COc3ccccc3O2)c1O (configuration not stated)	90	11	93	5	-9	76	94	96
Cn1cc(C[C@H](NC(=O)OC(C)(C)C)C(=O)N[C@@H](CO)Cc2ccccc2)c2ccccc21	94	5	105	4	4	83	89	100
CC(OC(=O)C1CCN(S(=O)(=O)c2ccc(Cl)cc2)CC1)C(=O)N1CCc2ccccc21 (configuration not stated)	100	1	96	6	-1	106	98	97
CCOC(=O)c1c(C)n(C)c2ccc(O)c(CN(C)C)c12	101	11	105	6	-5	102	104	101
CCc1ccc(S(=O)(=O)Nc2cc3c(cc2N2CCOCC2)n(C)c(=O)c(=O)n3C)cc1	108	1	91	-8	0	98	91	96
COc1ccccc1OCc1ccc(C(=O)NCc2ccco2)o1	82	10	89	1	0	83	85	85
COc1ccc(NC(=O)CCCCCN2C(=O)[C@@H]3Cc4ccccc4CN3C2=O)cc1Cl	112	-5	96	-3	8	110	109	102
COc1cccc(C(=O)Nc2ccc(NC(C)=O)cn2)c1	108	18	96	-3	0	108	106	103
Nc1cc(N)cc(-c2nc3ccccc3[nH]2)c1	83	44	95	10	0	93	/	88
Cc1cc(NC(=O)c2cccc(F)c2)ncc1NC(=O)c1ccco1	98	1	96	4	-7	95	94	96
Cc1noc(/C=C/N(C)C)c1S(=O)(=O)N1CCCC(C(=O)NCc2ccco2)C1 (configuration not stated)	100	-1	99	-4	11	98	101	96
O=c1c([N+](=O)[O-])cc(C(F)(F)F)cn1Cc1c(Cl)cccc1Cl	110	-2	85	-1	7	113	107	102
O=C(O)c1ccc(N/N=C/c2cccc3cccnc23)cc1	95	20	105	-10	-2	107	108	100
O=C(c1cccc(F)c1)N1C2C=CC(C2)C1(C(F)(F)F)C(F)(F)F (configuration not stated)	110	-1	102	11	0	100	/	96
O=C(Cc1ccccc1)Nc1ncccc1Cl	92	-2	105	8	11	97	102	97
COc1ccccc1-c1cc(C(F)(F)F)n2ncc(S(=O)(=O)c3ccccc3)c2n1	110	-1	90	7	6	106	105	97
Cc1nc(NC(=O)CN2CCN(c3ccccc3F)CC2)sc1C(=O)N(C)C	109	0	95	3	4	110	102	109
CCn1c(=N)n(CC(=O)OC)c2ccccc21	84[may fluoresce red]	0	?	1	0	88[may fluoresce red]	95[may fluoresce red]	?
CSc1ccc(C#N)cc1NC(=O)c1ccc(Cl)nc1	114	-2	108	-7	12	105	102	100
CCC1CCCCN1CCNC(=O)C1CCN(S(=O)(=O)c2c(C)noc2C)CC1 (configuration not stated)	95	0	94	0	1	88	94	94

Hits appear at their usual frequency; overall some 3.5% were active at least once.
